TrxR1 inh = inhibitors of rat thioredoxin reductase 1; O89049; recombinant rTrxR1, NADPH fluorescence consumption, selenite substrate; Potency, µM (series often up to 114 µM), for inactives: at the highest dose activity change, negative = inhibition, usual class: inhibitors; 390,000 tested, 1% active; AID 588453; further: potency means the concentration at half of the fitted maximal effect; on the % scale 0 is the no-effect control and ±100 the full control effect; nearly all actives have a fitted effect of over 65% in size
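Rat TrxR1 (90 nM in the dispensed reagent) was pre-reduced with 400 uM NADPH for 5 min at room temperature, then incubated with compound for 15 min. After 400 uM selenite was added, NADPH fluorescence (Ex 340/Em 450 nm) was followed for 8 min.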
TRHR agonist = activates the human TRH receptor; TRHR cells, calcium flux fluo-8, FDSS agonist mode; activation, % at 2 µM; 360,000 tested, 0.18% active; in the data active means activation above about 30%; further: 0% is about no effect
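In this calcium-flux screen, cells bearing human TRHR are dye-loaded with fluo-8, baselined for 10 cycles, then exposed to library compounds; positive kinetic calcium responses during the agonist phase mark hits, with TRH as control.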
PI4K2A block = blocks human PI4K2A kinase activity. AID 1346378. purified PI4K2A, ADP-Glo luminescence, 1 h; active compounds read low. Q9BTU6. 420,000 tested, 0.13% active. activity change, negative = inhibition, % at 76.9 µM; in the data active means activity change below about -50%; inconclusive means mostly about -30% to -49%;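 further: -100% = wells without enzyme as full effect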
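ADP-Glo luminescence measured ADP generated by PI4K2A enzyme (4 ug/mL before mixing) with 1.2 mM PI substrate (pre-mix) and 300 microM ATP (pre-mix). Tris pH7.5 buffer with MgCl2, Triton X-100; 1 h reaction at ambient temperature.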
mIDH1 inhibitor = inhibitors of human mutant IDH1 R132H. IDH1-R132H enzyme, NADPH consumption, diaphorase/resazurin fluorescence. AID 602179. 390,000 tested, 0.093% active. Potency, µM (highest dose often 76.6 µM), for inactives: top-dose activity change, negative = inhibition, hits mostly inhibitors; further: potency means the concentration at half of the fitted maximal effect; on the % scale 0 is the no-effect control and ±100 the full control effect; nearly all actives have a fitted effect of over 65% in size
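IDH1-R132H (0.5 ug/mL dispensed) in pH 7.5 Tris buffer was preincubated 30 min with compound, then given a substrate mix of 0.016 mM NADPH and 2 mM alpha-KG for 80 min at room temperature; remaining NADPH was read by diaphorase/resazurin fluorescence.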
TRHR enhancer = allosteric enhancers of human TRH receptor; TRHR cells, fluo-8 calcium fluorescence, EC20 TRH enhancement; AID 493056; 360,000 tested, 0.66% active; P34981; enhancement, % at 2 µM; in the data active means enhancement above about 30%; further: 0% is about no effect
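TRHR-expressing cells loaded with fluo-8 calcium dye were read kinetically (ex 480/em 530) during compound addition, then stimulated with an EC20 of TRH (10 nM final). Enhancement of the Gq-mediated intracellular calcium response was scored.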
TrxR1 substrate = rat thioredoxin reductase 1 substrate activity; O89049; purified TrxR1 substrate turnover, NADPH consumption readout; Potency, µM (titrated, usually from 114 µM), without a hit: top-dose activity change, negative = substrate turnover; 390,000 tested, 0.01% active; further: potency means the concentration at half of the fitted maximal effect; on the % scale 0 is the no-effect control and ±100 the full control effect; nearly all actives have a fitted effect of over 50% in size
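Rat TrxR1, dispensed at 90 nM, was prereduced with 400 uM NADPH (final) for 5 min at ~22 deg C, then incubated with compound 15 min before 400 uM selenite. A first-read NADPH fluorescence drop versus no-compound background flagged substrates.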
D2 antagonist = antagonists of human D2 dopamine receptor; HEK293 TREx D2 cells, calcium flux, dopamine EC80; inhibition, % at 10 µM; 340,000 tested, 2% active; in the data active means inhibition above about 30%; further: 0% is about no effect
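Antagonism is scored as inhibition of an EC80 dopamine-evoked calcium signal in a force-coupled, tetracycline-inducible HEK293 T-REx D2 line, with compound present 180 s before agonist.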
D2 ag = D2 dopamine receptor (human) agonism; activation, % at 2 µM; HEK293 T-REx D2 cells, calcium flux agonist mode; 340,000 tested, 0.53% active; AID 485358; P14416;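 active means activation over 3 SD above normal in the single-dose calcium agonist read, cut at about 30% in these data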; further: 0% is about no effect
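In this primary screen, compounds producing a positive calcium signal within 180 s of addition to tetracycline-induced, force-coupled HEK293 Trex D2 cells are flagged; cells are dye-loaded with a no-wash calcium kit beforehand.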
USP1 inh = USP1/UAF1 (human) deubiquitinase inhibition; recombinant USP1/UAF1, Ub-Rhodamine cleavage fluorescence; Potency, µM (doses to about 57.1 µM), inactives show top-dose activity change, negative = inhibition, hits mostly inhibitors; 390,000 tested, 0.23% active; AID 743255; further: potency means the concentration at half of the fitted maximal effect; on the % scale 0 is the no-effect control and ±100 the full control effect; nearly all actives have a fitted effect of over 60% in size; inactives centre near -12
Target sequence (O94782 whole entry, looked up): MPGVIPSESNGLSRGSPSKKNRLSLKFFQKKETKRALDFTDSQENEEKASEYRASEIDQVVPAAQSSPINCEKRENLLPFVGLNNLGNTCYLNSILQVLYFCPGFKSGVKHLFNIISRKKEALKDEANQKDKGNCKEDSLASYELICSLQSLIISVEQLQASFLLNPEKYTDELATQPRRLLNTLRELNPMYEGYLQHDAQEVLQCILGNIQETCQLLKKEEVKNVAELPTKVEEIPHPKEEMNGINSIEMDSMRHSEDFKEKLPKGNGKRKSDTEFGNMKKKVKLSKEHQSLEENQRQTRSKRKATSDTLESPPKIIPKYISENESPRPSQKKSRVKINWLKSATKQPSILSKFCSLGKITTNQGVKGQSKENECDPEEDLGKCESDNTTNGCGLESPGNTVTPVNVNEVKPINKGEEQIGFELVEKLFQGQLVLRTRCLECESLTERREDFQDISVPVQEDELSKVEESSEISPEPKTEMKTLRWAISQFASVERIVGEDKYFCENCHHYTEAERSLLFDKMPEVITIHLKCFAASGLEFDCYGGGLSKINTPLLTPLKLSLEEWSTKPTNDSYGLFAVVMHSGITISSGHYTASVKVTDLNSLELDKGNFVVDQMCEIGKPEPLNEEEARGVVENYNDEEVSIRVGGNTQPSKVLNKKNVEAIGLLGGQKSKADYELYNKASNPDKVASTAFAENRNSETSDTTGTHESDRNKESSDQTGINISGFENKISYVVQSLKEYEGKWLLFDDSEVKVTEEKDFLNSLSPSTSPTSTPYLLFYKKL
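USP1/UAF1 complex (1 nM) preincubated 15 min at room temperature with compound, then Ub-Rho substrate (150 nM final) added. Kinetic fluorescence at 480/540 nm over 6 reads at 60 s intervals; 50 mM HEPES pH 7.8, 0.5 mM EDTA, 0.1 mg/ml BSA, 1 mM TCEP, 0.01% Tween-20.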
Numbers without * were called inactive; ? = inconclusive; . = not tested or not shown; & = joins results of further samples; [ ] = remark or other dose. Unless noted, the call rests on the fitted dose curve; in most records, active means well fitted inhibition curve with a large enough effect; inconclusive means small, poorly fitted or top-dose-only effect; inactive means no such curve, though single readings can be large or run the other way. The order is random, and some 3.9% of all compounds hit somewhere here.

Codes – A = TrxR1 inh; B = TRHR agonist; C = PI4K2A block; D = mIDH1 inhibitor; E = TRHR enhancer; F = TrxR1 substrate; G = D2 antagonist; H = D2 ag; I = USP1 inh
SMILES: Cc1cccc(NC(=O)CN2CCN(C(=O)c3cccc(-n4cnnn4)c3)CC2)c1C
  A: 15%	B: -0.2	C: -7	D: 1%	E: -5	F: -1%	G: 15	H: -0.1	I: -6%
SMILES: Cc1noc(/C=C/N(C)C)c1S(=O)(=O)N1CCCC(C(=O)Nc2ccc(F)cc2F)C1 (centres undefined)
  A: -16%&-2%	B: -0.2&-0.3	C: -2&-16	D: 0%&11%	E: -3&-3	F: -19%&-9%	G: 54*	H: 0.0&-0.2	I: -24%&-20%
SMILES: Cc1ccc(NC(=O)CO/N=C(\N)c2nonc2N)cc1C
  A: 14%	B: -0.3	C: 5	D: 5%	E: 4	F: 2%[57.1 µM]	G: .	H: .	I: -15%
SMILES: O=C(Cc1ccccc1)NNC(=S)Nc1ccccc1
  A: -14%[57.1 µM]	B: 0.4	C: 3	D: 0%	E: -13	F: -1%[57.1 µM]	G: -11	H: 1.2	I: -10%
SMILES: CCOC(=O)CNc1nc(C(C)(C)C)nc2c1nnn2Cc1ccccc1
  A: 45%[11.4 µM]	B: 1.3	C: -10	D: 4%	E: 13	F: -6%	G: 0	H: -0.9	I: -8%
SMILES: O=C(CSc1nc(-c2ccccc2)cs1)Nc1cccc([N+](=O)[O-])c1
  A: -17%	B: -0.1	C: 2	D: 5%	E: -7	F: -13%	G: 5	H: 0.3	I: -5%
SMILES: COc1ccc(NC(=O)c2ccccc2Sc2ccc(NC(C)=O)nc2)cc1
  A: 5%[57.1 µM]	B: -0.4	C: -5	D: 0%	E: -5	F: 1%[57.1 µM]	G: -7	H: 1.3	I: -22%
SMILES: O=C(COC(=O)C1CC2CCCC(C1)C2=O)NC(=O)c1ccccc1 (centres undefined)
  A: 14%	B: 0.4	C: 3	D: 2%	E: 3	F: 2%	G: -17	H: 3.8	I: -7%
SMILES: N#C/C(=C\c1sc(N2CCOCC2)nc1-c1ccccc1)C(=O)Nc1cccc2ccccc12
  A: .	B: 11	C: .	D: .	E: 3	F: .	G: -9	H: 14	I: .
SMILES: CCCCOCCCNc1ncnc2c1[nH]c1ccccc12
  A: 17%[57.1 µM]	B: 0.7	C: 0	D: 10%	E: -6	F: 24%[57.1 µM]	G: 18	H: 0.3	I: -11%
SMILES: COc1cc(CNCCO)ccc1OCC(=O)Nc1ccc(Br)cc1
  A: 13%	B: 1.9	C: 5	D: 1%	E: 2	F: 1%	G: .	H: .	I: 1%
SMILES: CCCCn1c(N)c(N(CC)C(=O)c2cccs2)c(=O)[nH]c1=O
  A: -10%[57.1 µM]	B: .	C: 2	D: 1%	E: .	F: -6%	G: .	H: .	I: 6%
SMILES: O=C(NCc1ccccc1)c1ccc(N2CCC3(CC2)CC(c2ccc(Cl)cc2)=NO3)c([N+](=O)[O-])c1
  A: 45%	B: 0.9	C: 2	D: 6%	E: 0	F: 12%[57.1 µM]	G: 2	H: -0.8	I: -10%
SMILES: CCOC(=O)c1c(NC(=O)c2ccc(OC)c(OC)c2)sc2c1CCCCC2
  A: 13%	B: -1.2	C: 4	D: -3%	E: -4	F: 14%	G: .	H: .	I: ?
SMILES: Cc1ccc(CN(C(=O)c2ccco2)C(C(=O)NC2CCCC2)c2cccnc2)cc1 (centres undefined)
  A: 7%[57.1 µM]	B: -0.3	C: 2	D: -6%	E: -2	F: 7%[57.1 µM]	G: -3	H: -0.8	I: -15%
SMILES: O=C(O)c1cccnc1-c1ncccc1C(=O)O
  A: 3%	B: -0.8	C: -1	D: 3%	E: 14	F: 4%	G: 1	H: -0.6	I: -17%
SMILES: O=C(COc1ccc(=O)n(-c2ccccc2)n1)Nc1ccccc1
  A: -1%[57.1 µM]	B: 0.3	C: 2	D: 9%	E: -4	F: 14%[57.1 µM]	G: -12	H: 0.8	I: -18%
SMILES: COc1ccc(-n2c(=O)c3sc4ccccc4c3n(CC(=O)Nc3cccc(C)c3)c2=O)cc1
  A: 8%	B: 2.9	C: 0	D: 20%	E: -2	F: 5%	G: .	H: 1.9	I: -5%
SMILES: O=[N+]([O-])c1nn(-c2ccc3c(c2)OCCO3)n(O)c1=NCc1ccccc1Cl
  A: 39%[57.1 µM]	B: 0.2	C: -1	D: 12%	E: 0	F: 14%[57.1 µM]	G: 24	H: -0.2	I: -19%
SMILES: CCC1CN(C(=O)N2CCC(C(=O)NCc3cc(OC)ccc3OC)CC2)c2ccccc2O1 (centres undefined)
  A: 32%	B: 0.2	C: 0	D: 10%	E: -7	F: 4%	G: .	H: -1.0	I: -9%
SMILES: CCn1c2ccccc2c2nnc(SCC(=O)c3ccccc3)nc21
  A: 1%	B: 0.0	C: 4	D: 0%	E: 2	F: 3%	G: -4	H: -0.1	I: -16%
SMILES: COc1ccc(-c2nc(CS(=O)CC(=O)NCc3ccc(Cl)cc3)c(C)o2)cc1 (centres undefined)
  A: -38%	B: -0.4	C: -2	D: 0%	E: -3	F: 0%[57.1 µM]	G: -11	H: 0.0	I: -2%
SMILES: CC(C)(C)c1ccc(C(=O)NCCC(=O)N2CCCC2)cc1
  A: 16%	B: -0.2	C: 1	D: -10%	E: 10	F: 7%	G: -5	H: 0.2	I: -12%
SMILES: O=C(CCCOc1ccc(Cl)cc1Cl)NCc1ccccn1
  A: 19%	B: 0.2	C: -2	D: 13%	E: 12	F: -1%	G: -6	H: 0.2	I: -4%
SMILES: COc1ccccc1NC(=O)Cn1cnc2sc(C(=O)Nc3cc(OC)c(OC)c(OC)c3)c(C)c2c1=O
  A: 3%	B: -0.6	C: 3	D: -10%	E: 0	F: -8%	G: 5	H: -2.7	I: -10%
SMILES: C=CCn1c(N)cc(=O)nc1SCC(=O)N1CCN(c2ccc(F)cc2)CC1
  A: 10%	B: 0.8	C: -4	D: -4%	E: 2	F: 3%	G: 0	H: -0.2	I: -5%
SMILES: Nc1nnc(-c2cccc(F)c2)s1
  A: 9%	B: -0.1	C: 0	D: 18%	E: 8	F: 4%	G: 6	H: 0.2	I: -11%
SMILES: CC1CCCN(C(=O)c2ccc([N+](=O)[O-])o2)C1 (centres undefined)
  A: ?	B: 0.2	C: -6	D: 2%	E: 0	F: -5%	G: -12	H: -0.5	I: -22%
SMILES: O=C(CN1C(=O)NC2(CCCCCC2)C1=O)Nc1ccc(Br)cc1Br
  A: 10%	B: -0.2	C: 1	D: 2%	E: -1	F: -1%	G: 37*	H: -0.1	I: -21%
SMILES: COc1cc2c(cc1OC)CN(CCOc1ccc(Br)cc1)CC2
  A: 15%	B: -0.5	C: 4	D: -2%	E: -2	F: -3%	G: .	H: .	I: -16%
SMILES: COC(=O)c1c(NC(=O)Cc2cccs2)sc2c1CCC(C)C2 (centres undefined)
  A: 2%	B: 0.0	C: -8	D: -1%	E: 2	F: -4%[57.1 µM]	G: -2	H: 0.6	I: -7%
SMILES: COc1ccc(NC(=O)CC2C(=O)OCC3CCCCN32)cc1Cl (centres undefined)
  A: 6%	B: 1.0	C: 3	D: -1%	E: 8	F: 6%	G: 1	H: 0.2	I: -11%
SMILES: Cc1cc(S(=O)(=O)N(Cc2ccccn2)Cc2ccco2)ccc1-n1cnnn1
  A: -1%	B: -0.1	C: -4	D: 9%	E: 5	F: 8%	G: -4	H: 0.6	I: -9%
SMILES: Cc1ccc(NC(=O)c2cc3ccccc3o2)cc1S(=O)(=O)N(C)C
  A: 32%[57.1 µM]	B: 0.6	C: -2	D: -3%	E: -3	F: 3%[57.1 µM]	G: -35	H: 0.8	I: -11%
SMILES: O=C(COc1ncnc2c(Cl)cc(Cl)cc12)NC1CCCCCC1
  A: 23%	B: 0.0	C: 5	D: 4%	E: 0	F: 5%	G: 0	H: -1.7	I: -9%
SMILES: Cc1ccc(Oc2ncnc3sccc23)cc1
  A: -3%	B: -0.1	C: 6	D: 5%	E: 5	F: -1%	G: 1	H: 0.0	I: -11%
SMILES: O=C(CCCC(=O)OCC(=O)c1ccc(Cl)cc1Cl)Nc1cc(C(F)(F)F)ccc1Cl
  A: 11%[57.1 µM]	B: 2.0	C: -4	D: -2%	E: 1	F: 3%[57.1 µM]	G: 19	H: 0.7	I: -10%
SMILES: O=C(Cc1ccc(-n2c(=O)c3sccc3n(Cc3ccc(F)cc3)c2=O)cc1)NCc1ccco1
  A: 11%	B: 0.4	C: -1	D: -7%	E: -5	F: 4%	G: -15	H: 0.1	I: -37%
SMILES: C=C(C)C1CC=C(C)/C(=N/Nc2ccccc2[N+](=O)[O-])C1 (centres undefined)
  A: -3%	B: 0.1	C: -4	D: 0%	E: 3	F: -9%	G: 9	H: -0.4	I: -13%
SMILES: O=C(Cn1cc(C(=O)c2cccs2)c2ccccc21)NCc1cccs1
  A: -6%	B: 0.1	C: -24	D: -9%	E: -5	F: -12%	G: -3	H: 0.3	I: -12%
SMILES: O=C(O)c1ccc2cccc(Cl)c2c1O
  A: -15%[57.1 µM]	B: -0.2	C: 6	D: 6%	E: 9	F: 45%	G: 18	H: -0.2	I: -10%
SMILES: Cc1cc(OCCCn2ccnc2)cc(C(C)C)c1
  A: 16%	B: -0.3	C: 0	D: 0%	E: -10	F: 3%	G: 6	H: -0.1	I: -22%
SMILES: c1coc(CSSCc2ccco2)c1
  A: ?	B: -0.6	C: -24	D: 10%	E: -6	F: 1%	G: 24	H: 0.1	I: -22%
SMILES: CC(=O)c1ccccc1OCc1ccc(C(=O)c2ccccc2)cc1
  A: 18%	B: -0.2	C: 0	D: 7%	E: -9	F: 2%	G: -22	H: -0.2	I: -25%
SMILES: CCC(=O)N(Cc1c(C)nn(-c2ccccc2)c1Cl)c1ccc(Cl)cc1
  A: 9%	B: -1.7	C: -4	D: -6%	E: -10	F: -4%	G: -3	H: -0.3	I: -23%

Screens deposited in PubChem BioAssay by National Center for Advancing Translational Sciences (NCATS).
